Compound activity from PubChem BioAssay.
CDK5 inh: blocks human CDK5/p35 kinase activity | 0.01% of 330,000 active | Recombinant CDK5/p35, ADP-Glo luminescence, 60 min | Q00535+Q15078 | inhibition, % at 10 µM;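 active = highest replicate inhibition of at least 50% and at least 75% of replicates reaching 50%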;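 note: plate controls were DMSO neutral control for no effect and GW8510 at 10 µM for full effect; many of its hits are not listed in these tables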
Mot1-301 SUMO: inhibitors of SUMOylation pathway: yeast Mot1-301 growth rescue; S. cerevisiae Mot1-301 growth rescue, ATP luminescence, 38.5C; percent above DMSO median, 100 means doubled; growth rescue, % at 18.8 µM; 1% of 320,000 active; AID 2716;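 active = every valid replicate shows activation above 250% relative to neutral control wells; inactive = the rest, any valid replicate at or below 250%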;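 note: OY570 slx delta 5 strain wells were the positive control but not used for scaling; some compounds called inactive have numbers as strong as hits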
NSD2 HMT inh: inhibitors of human histone methyltransferase NSD2. NSD2 peptide methylation, AlphaScreen, 120 min. 0.54% of 310,000 active. inhibition, % at 12.5 µM. O96028; in the data active = inhibition above about 50%
dFosB act: enhances mouse delta FosB homodimer DNA binding. purified delta FosB, TAMRA-CDK5 oligo fluorescence polarization; percent of positive-control signal above neutral wells. activation, % at 25 µM. 0.99% of 340,000 active. AID 493131;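 active = mean activation above about 17%, with every replicate also reaching it, limit read from the data, passing the limit was not always enough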;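 note: fluorescence polarization rise as delta FosB binds a TAMRA Cdk5 AP-1 oligo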
SR-BI HDL uptake: blocks mouse SR-BI lipid uptake from DiI-HDL. 0.96% of 320,000 active. inhibition, % at 12.5 µM. Q61009. ldlA[mSR-BI] CHO cells, DiI-HDL uptake fluorescence, 3 h;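 active = mean replicate inhibition of at least 70% and a set share of replicates each scoring 70 or more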;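 note: 0% = median of neutral control wells and 100% = median of positive control wells; values of inactives mirror those of a sister screen read the other way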
PKA-R1A act: PKA-R1A complex activation; P00514+P68181; PKA-R1A dissociation, Cy5-IP20 fluorescence polarization; scaled: DMSO 0%, 113 µM cGMP 100%; activation, % at 11.4 µM; 0.083% of 340,000 active;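 active = percent activation above the mean of all tested compounds plus 3 SD, cut at about 19% in these data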;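 note: higher means more PKAc released from R1A so a rise in polarization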
MITF TRPM1 HTS: activators of MITF-driven TRPM1 promoter activity in SK-MEL-5 cells; SK-MEL-5 TRPM1-promoter luciferase, 24 h; % of positive control, neutral wells = 0; activation, % at 12.5 µM; 0.75% of 300,000 active; AID 588334;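 active = mean activation of at least 80% with every replicate also reaching 80%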;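 note: 0% = neutral control wells and 100% = parthenolide positive control wells; values of inactives mirror those of a sister screen read the other way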
PKA-R2B act: activators of human PKA-R2B complex; P22694+P31323; PKA-R2B holoenzyme dissociation, Cy5-IP20 fluorescence polarization; R2B truncated from residue 108, S112A mutant; 0% DMSO only, 100% 113 µM cGMP; activation, % at 11.4 µM; 0.079% of 340,000 active; AID 504700;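 active = activation above a cutoff set at the mean over all compounds plus 3 SD, cut at about 18% in these data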;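 note: higher means more holoenzyme dissociation and a rise in polarization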
SR-BI DiI-HDL act: SR-BI HDL lipid transfer activation; CHO ldlA[mSR-BI] cells, DiI-HDL uptake fluorescence, 3 h; 100 = double the neutral-control signal; activation, % at 12.5 µM; AID 504775; 0.096% of 320,000 active;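 active = mean replicate activation of at least 60% and every replicate at or above 60%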;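 note: 0% = median plate neutral-control signal and 100% = twice that signal; values of inactives mirror those of a sister screen read the other way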
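Material – SR-BI-overexpressing, LDLR-lacking CHO cells · Medium – BSA-supplemented, HEPES-buffered Ham's F12, pH 7.4 · Doses – single concentration · Times – compound with DiI-HDL co-incubation, 3 h at 37 °C · Measured by – bottom-read fluorescence, 550/595 nm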
Pemphigus Ab inh: inhibitors of pemphigus antibody binding to human desmoglein-3; P32926; DSG3-coupled beads, scFv-anti-DSG3-GFP binding, flow cytometry; stronger effect = lower value; binding (percent of control), % at 10 µM; 0.48% of 310,000 active; AID 588358;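 active = binding more than 3 SD below its plate's average and above zero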;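 note: hits lower antibody fragment binding to DSG3; some compounds called inactive have numbers as strong as hits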
Arr AP2 block: human beta-arrestin and AP2 interaction inhibition; FITC-arrestin peptide / GST-AP2 beads, flow cytometry; AP2 beta2 appendage carries R879A mutation; AID 504490; inhibition, % at 10 µM; 0.31% of 340,000 active;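 active = inhibition above a set limit, near 3 SD of compounds lacking own fluorescence, cut at about 54% in these data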;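 note: plate controls were DMSO wells for no effect and 5 µM unlabelled arrestin peptide for full effect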
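Test system: GST-tagged AP2 beta2-adaptin appendage (R879A) on 4 µm glutathione beads; also added: fluorescein-tagged arrestin peptide at 50 nM final; timing: 12 min plus 1 h, RT; signal: flow cytometry, FL1 (488/535 nm); read-out: percent drop in bead-associated FITC signal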
Starred values were filed as active, the others as inactive; / = not tested or not shown.

SMILES	CDK5 inh	Mot1-301 SUMO	NSD2 HMT inh	dFosB act	SR-BI HDL uptake	PKA-R1A act	MITF TRPM1 HTS	PKA-R2B act	SR-BI DiI-HDL act	Pemphigus Ab inh	Arr AP2 block
O=C(NCCSc1ccc(Cl)cc1)c1ccc(CN2CCOCC2)cc1	2.0	23	-3	7	6	-10	-8	-5	-6	104	-7
COc1ccc(OCCNC(=O)c2cccc(Oc3ccc(C(F)(F)F)cc3[N+](=O)[O-])c2)cc1	2.2	4	1	7	15	-4	-34	1	-15	107	14
COC(=O)CSc1nc2cc(OC)ccc2n1C	-1.0	0	-2	0	-35	-5	1	-6	35	92	-7
COC(=O)c1c(NC(=O)c2ccc([N+](=O)[O-])o2)sc2c1CCN(C(C)C)C2	-4.2	-32	-2	9	49	8	-62	1	-49	/	10
O=c1[nH]cnc2scc(-c3cccs3)c12	1.2	/	-5	1	-55	-7	-1	-5	55	/	-8
CC1CC2(CCCC2)Nc2ccc(F)cc21 (configuration not stated)	-0.2	-2	1	4	-15	2	-3	6	15	109	4
CCCc1cc(=O)oc2cc(OCC(=O)Nc3ccc(CN4CCOCC4)cc3)c(Cl)cc12	0.0	-15	2	5	18	-2	7	0	-18	/	-7
CNS(=O)(=O)c1cccc(C(=O)OCC(=O)N(CCC#N)c2ccccc2)c1	-0.1	-4	1	1	-4	-8	-15	-5	4	101	2
O=C(NCc1ccccn1)C1CCN(S(=O)(=O)c2cc(Cl)ccc2Cl)CC1	-0.6	13	0	-6	4	-5	-3	-13	-4	90	-5
O=C(Cc1ccccc1)NCc1nc2ccccc2[nH]1	-1.5	-2	/	2	-34	-7	4	-3	34	100	-2
CCc1onc(C)c1C(=O)Nc1ccc2c(c1)OCO2	-2.7	642	-2	1	15	0	-6	-2	-15	103	4
COc1ccc(CCN2CC(C(=O)N(C)CC(=O)Nc3cccc(F)c3)CC2=O)cc1OC (configuration not stated)	1.3	451*	0	-8	-7	6	0	-3	7	113	-8
COc1ccc2c(c1)OC(=O)CC2c1ccccc1OC (configuration not stated)	4.5	/	/	-8	-12	-8	-3	3	12	108	0
CN(C)CCN(C(=O)c1ccc2ccccc2c1)c1nc2c(F)cccc2s1	0.5	6	24	-8	13	-7	6	2	-13	96	6
Cc1nnc(SCC2=C(C(=O)O)N3C(=O)C(NC(=O)Cn4nc(C(F)F)cc4C)C3SC2)s1 (configuration not stated)	-2.6	-5	1	-4	6	-5	1	-2	-6	101	-3
Cc1ccccc1-c1cc(C(=O)O)n(CC2CC(c3cccnc3)=NO2)n1 (configuration not stated)	-4.8	1	/	4	-6	3	-5	2	6	102	8
Cc1c(NC(=O)CCc2ccc(S(=O)(=O)N3CCOCC3)cc2)c(=O)n(-c2ccccc2)n1C	0.0	/	/	-2	-2	-4	1	3	2	87	-10
CN(C)S(=O)(=O)c1cccc(NC(=O)COC(=O)c2ccc([N+](=O)[O-])o2)c1	-1.2	214	13	-4	4	-8	0	-5	-4	96	-1
CCOc1ccc(C(=O)N/N=C(/C)C2C(=O)c3ccccc3C2=O)cc1	2.8	3	4	-2	32	10	12	0	-32	126	23
CCC1CCc2sc(C(=O)NCC(c3ccc(OC)cc3)N3CCOCC3)cc2C1 (configuration not stated)	-1.7	-4	-1	-6	6	-11	-10	-11	-6	107	-8
O=C(CSc1nnc(-c2ccccc2)n1Cc1ccco1)NCc1ccc2c(c1)OCO2	-0.1	/	-2	-9	-6	-9	0	-12	6	101	-12
COc1ccc(OC)c(C2NC(=S)NC3=C2N2CCC3CC2)c1 (configuration not stated)	2.8	-3	2	-2	8	-2	-1	-10	-8	/	11
CC(=O)Nc1ccc(NC(=O)[C@@H](NC(=O)N2C[C@H]3C[C@@H](C2)c2cccc(=O)n2C3)C(C)C)cc1	-1.5	4	/	-11	-33	3	7	2	33	102	13
O=C(COC(=O)C12CC3CC(CC(C3)C1)C2)NNC(=O)c1ccccc1	-3.0	-13	2	-4	-5	4	2	2	5	104	3
CCOC(=O)c1ccc(S(=O)(=O)NNC(=O)c2ccc3c(c2)nc(C)n3CC)cc1	-7.8	107	-3	-12	-16	2	-11	4	16	99	-1

(further entries)
SMILES	CDK5 inh	Mot1-301 SUMO	NSD2 HMT inh	dFosB act	SR-BI HDL uptake	PKA-R1A act	MITF TRPM1 HTS	PKA-R2B act	SR-BI DiI-HDL act	Pemphigus Ab inh	Arr AP2 block
CC(C)n1c(SCC(=O)N2CCCCC2)nc2c1c(=O)n(C)c(=O)n2C	1.7	-11	1	-5	/	-2	-12	-4	/	127	5
COc1ccc(S(=O)(=O)N2CCOCC2)cc1NC(=O)CN(C)CC(=O)Nc1cccc(F)c1	0.1	1	-2	-4	22	4	/	-2	-21	107	-9
Cc1cc(=O)[nH]c(SCC(=O)Nc2ccc(C)c(S(=O)(=O)N3CCCCC3)c2)n1	-0.3	212	-4	-9	-9	7	-1	-2	9	98	20
COCC(C)NC(C(=O)Nc1cccc(C(C)=O)c1)c1ccccc1 (configuration not stated)	0.8	-1	1	1	/	-2	-11	-2	/	95	27
Clc1ccc(-c2nc3ccccn3c2CN2CCCCC2)cc1	0.2	22	2	-6	-4	-6	3	-8	4	99	6
COc1cc(NC(=O)Cc2ccccc2)cc(OC)c1	0.7	-5	0	-4	4	2	17	-4	-4	98	3
CCCc1nn2c(=O)cc(CSCC(=O)Nc3cccc(OC)c3)nc2s1	-0.6	-8	-6	-3	-12	-2	3	0	12	96	8
CC(C)n1nc(C(=O)OCC(=O)c2c[nH]c3ccccc23)c2ccccc2c1=O	-0.9	-6	-3	-11	52	-4	-9	0	-52	95	5
COc1ccc(NC(=O)CNC(=O)Cc2ccccc2)cc1	0.5	-5	0	-1	-3	-1	-5	4	3	108	-10
COc1cc(CCC(=O)OCC(=O)N(CC(C)C)C2CCS(=O)(=O)C2)cc(OC)c1OC (configuration not stated)	1.1	/	-2	-6	2	-6	-5	-16	-2	95	-6
O=C(COC(=O)c1cnccn1)NCCc1ccccc1	0.8	61	-2	0	-18	-9	/	-9	18	100	24
Cc1ccc(S(=O)(=O)N2[C@@H](c3ccc(Br)cc3)C(C(=O)O)=C[C@H]2C(C)(C)C)cc1	-0.5	15	/	0	-3	8	6	-9	3	101	16
CCS(=O)(=O)c1ccc2c(c1)N(S(C)(=O)=O)CC(C(=O)NN)O2 (configuration not stated)	1.4	-4	-2	-9	-1	-3	2	-1	1	109	-6
CC(C)Cn1c(CN2CCN(c3ccccc3F)CC2)nc2c1c(=O)[nH]c(=O)n2C	-2.4	0	/	-6	14	-5	-8	-4	-14	99	-16
CCOC(=O)C[C@H]1c2ccccc2S(=O)(=O)N1C1CC1	2.6	1	/	2	-7	1	0	2	7	100	-5
CN(C)C(=O)Cn1nc(-c2ccccc2)c2ccccc2c1=O	0.2	-16	-1	1	-19	-6	1	-4	19	101	-4
CCOc1ccc(CNc2ccc(CNc3ncn[nH]3)cc2)cc1	1.2	342*	4	-9	2	-5	-2	-10	-2	117	-12
Cc1cccc(NNC(=O)C(=O)NNc2cccc(C)c2)c1	1.9	224	0	-9	-23	/	/	/	23	95	8
COc1ccccc1NS(=O)(=O)c1ccc(C)c(C(=O)NCC(c2cccs2)N2CCOCC2)c1 (configuration not stated)	1.0	/	4	-4	25	6	0	1	-25	93	46
COCCNC(=O)C1CCC(CNS(=O)(=O)c2ccccc2)CC1 (configuration not stated)	1.6	3	-1	6	-4	6	/	-4	4	95	-4
Cc1ccc(C)c2c1[nH]c1ccc([N+](=O)[O-])cc12	12	66	0	21*	21	-10	-10	-2	-21	97	-5
O=C1C2C(C(=O)N1/N=C/c1cccc([N+](=O)[O-])c1)C1C=CC2C12CC2 (configuration not stated)	-1.3	-5	0	-4	-5	-2	43	3	5	84	-2
COCCCNC(=O)CCc1c(C)nc2c(-c3ccc(F)cc3)c(C)nn2c1C	-0.3	-3	-5	-8	2	-2	-4	4	-2	92	5

No new results follow: an excerpt of the list.
SMILES	CDK5 inh	Mot1-301 SUMO	NSD2 HMT inh	dFosB act	SR-BI HDL uptake	PKA-R1A act	MITF TRPM1 HTS	PKA-R2B act	SR-BI DiI-HDL act	Pemphigus Ab inh	Arr AP2 block
O=C(NCCSc1ccc(Cl)cc1)c1ccc(CN2CCOCC2)cc1	2.0	23	-3	7	6	-10	-8	-5	-6	104	-7
COc1ccc(OCCNC(=O)c2cccc(Oc3ccc(C(F)(F)F)cc3[N+](=O)[O-])c2)cc1	2.2	4	1	7	15	-4	-34	1	-15	107	14
COC(=O)CSc1nc2cc(OC)ccc2n1C	-1.0	0	-2	0	-35	-5	1	-6	35	92	-7
COC(=O)c1c(NC(=O)c2ccc([N+](=O)[O-])o2)sc2c1CCN(C(C)C)C2	-4.2	-32	-2	9	49	8	-62	1	-49	/	10
O=c1[nH]cnc2scc(-c3cccs3)c12	1.2	/	-5	1	-55	-7	-1	-5	55	/	-8
CC1CC2(CCCC2)Nc2ccc(F)cc21 (configuration not stated)	-0.2	-2	1	4	-15	2	-3	6	15	109	4
CCCc1cc(=O)oc2cc(OCC(=O)Nc3ccc(CN4CCOCC4)cc3)c(Cl)cc12	0.0	-15	2	5	18	-2	7	0	-18	/	-7
CNS(=O)(=O)c1cccc(C(=O)OCC(=O)N(CCC#N)c2ccccc2)c1	-0.1	-4	1	1	-4	-8	-15	-5	4	101	2
O=C(NCc1ccccn1)C1CCN(S(=O)(=O)c2cc(Cl)ccc2Cl)CC1	-0.6	13	0	-6	4	-5	-3	-13	-4	90	-5
O=C(Cc1ccccc1)NCc1nc2ccccc2[nH]1	-1.5	-2	/	2	-34	-7	4	-3	34	100	-2
CCc1onc(C)c1C(=O)Nc1ccc2c(c1)OCO2	-2.7	642	-2	1	15	0	-6	-2	-15	103	4
COc1ccc(CCN2CC(C(=O)N(C)CC(=O)Nc3cccc(F)c3)CC2=O)cc1OC (configuration not stated)	1.3	451*	0	-8	-7	6	0	-3	7	113	-8
